NPC1 prom act: qHTS Assay for NPC1 Promoter Activators | Huh7 NPC1 promoter luciferase reporter, 24 h | Potency, µM (top dose mostly 9.22 µM), inactives show top-dose activation, usual class: activators | hit rate 2.4% among 320,000 | AID 485313, 2010;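 further: potency means the concentration at half of the fitted maximal effect; % of control where 0% means no effect; nearly all actives have a fitted effect of over 60% in size; reporter is driven by a mutant NPC1 promoter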
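Readout is luciferase luminescence, reflecting NPC1 promoter activation in stably transfected Huh7 cells after 24 h compound exposure at 37 °C in reduced-serum medium with 10% FBS.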
Rab9 promoter act: qHTS Assay for Rab9 Promoter Activators; Huh7 Rab9 promoter-luciferase reporter, luminescence, 24 h; hit rate 2.8% among 320,000; Potency, µM (top dose mostly 9.22 µM), for the others: at the top dose activation, negative = inhibition, usual class: activators; AID 485297, 2010; further: potency means the concentration at half of the fitted maximal effect; % of control where 0% means no effect; nearly all actives have a fitted effect of over 60% in size
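Stable Rab9-luc Huh7, 1500 cells/well, 2 h settle; cmpd in DMSO, 24 h, 37 °C/5% CO2; luciferase reagent 10 min RT; luminescence.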
ELG1 genotoxic: qHTS screen for small molecules that induce genotoxicity in human embryonic kidney (HEK293T) cells expressing luciferase-tagged ELG1; hit rate 1.3% among 330,000; Potency, µM (highest dose often 46 µM), without a hit: at the highest dose activity change, positive = activation, actives largely listed as activators; HEK293T ELG1-luciferase reporter, luminescence, 16 h; further: potency means the concentration at half of the fitted maximal effect; % of control where 0% means no effect; nearly all actives have a fitted effect of over 60% in size
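ELG1-luciferase HEK293T cells, 2,000/well; compound pinned in; 16 hr, 37 °C, 5% CO2; ONE-Glo, 30 min RT; luminescence on CCD imager.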
TRPV1 ag: HTS Assay for Compounds that Act as Agonists of the Vanilloid Receptor 1; Transient receptor potential cation channel subfamily V member 1 (Homo sapiens), Q8NER1; TRPV1-expressing cells, Fluo-8 calcium influx, agonist mode; activation, % at 8.33 µM; hit rate 0.19% among 320,000; AID 540275, 2011; in the data active means activation above about 80%; inconclusive means between about 30% and that limit; further: 0% is about no effect
Target sequence (Q8NER1 whole entry, looked up): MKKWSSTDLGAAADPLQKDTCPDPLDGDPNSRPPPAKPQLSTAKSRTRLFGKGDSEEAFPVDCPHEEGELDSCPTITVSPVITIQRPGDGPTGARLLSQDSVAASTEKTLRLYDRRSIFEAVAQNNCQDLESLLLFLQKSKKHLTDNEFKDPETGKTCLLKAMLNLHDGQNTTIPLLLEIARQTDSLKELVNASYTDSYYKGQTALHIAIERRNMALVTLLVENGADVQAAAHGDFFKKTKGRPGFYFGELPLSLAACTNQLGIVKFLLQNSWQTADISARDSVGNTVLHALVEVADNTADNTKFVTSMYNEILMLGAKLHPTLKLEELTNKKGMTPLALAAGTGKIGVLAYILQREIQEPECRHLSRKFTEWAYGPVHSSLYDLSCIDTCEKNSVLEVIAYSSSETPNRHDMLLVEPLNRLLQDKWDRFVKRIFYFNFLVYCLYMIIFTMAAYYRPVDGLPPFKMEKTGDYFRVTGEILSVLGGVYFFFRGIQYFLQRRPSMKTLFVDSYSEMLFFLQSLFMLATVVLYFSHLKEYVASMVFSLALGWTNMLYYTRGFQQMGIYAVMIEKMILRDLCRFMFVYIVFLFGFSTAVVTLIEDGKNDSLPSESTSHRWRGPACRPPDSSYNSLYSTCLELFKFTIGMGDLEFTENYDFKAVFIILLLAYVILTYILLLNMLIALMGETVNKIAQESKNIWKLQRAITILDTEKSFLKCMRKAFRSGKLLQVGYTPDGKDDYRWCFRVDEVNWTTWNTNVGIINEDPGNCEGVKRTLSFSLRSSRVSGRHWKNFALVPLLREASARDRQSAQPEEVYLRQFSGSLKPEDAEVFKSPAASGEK
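TRPV1-expressing cells were cultured overnight at 35.5C and loaded with Fluo-8 calcium dye for 40 to 90 min at room temperature. After a 10 s baseline, compound was added and calcium influx was read kinetically for 3 min (ex 480/em 520 nm).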
ELG1 repair inh: qHTS screen for small molecules that inhibit ELG1-dependent DNA repair in human embryonic kidney (HEK293T) cells expressing luciferase-tagged ELG1 | HEK293T ELG1-luciferase reporter, luminescence, 16 h; DNA damage induced by 5-fluorouridine | Potency, µM (series often up to 46.1 µM), inactives show at the highest dose activity change, negative = inhibition, most hits filed as inhibitors | hit rate 2.3% among 330,000 | AID 504467, 2011; further: potency means the concentration at half of the fitted maximal effect; on the % scale 0 is the no-effect control and ±100 the full control effect; nearly all actives have a fitted effect of over 55% in size
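Luminescence from the luciferase reporter, measured 30 min after ONE-Glo reagent at room temperature, was the read-out. Beforehand, 2,000 cells per well were exposed for 16 hr at 37 °C to 5-fluorouridine together with compound or vehicle.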
BRCA1 expr act: qHTS Assay to Identify Small Molecule Activators of BRCA1 Expression. Potency, µM (highest dose often 46.1 µM), for inactives: at the highest dose activation, actives largely listed as activators. hit rate 1.1% among 380,000. AID 624202, 2012. MCF7-BRCA1-FFLuc reporter, luminescence, 48 h; response scale: scaled: vehicle 0%, 10 µM genistein 100%; further: potency means the concentration at half of the fitted maximal effect; nearly all actives have a fitted effect of over 80% in size; some results filed as inactive show a strong effect at the top dose
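Activators of BRCA1 expression were detected as increased firefly luciferase luminescence in engineered MCF7 cells after 48 h compound incubation. Signals were scaled to genistein 10 microM as full activation.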
p53 reactivation: qHTS assay for re-activators of p53 using a Luc reporter; H1299 p53-A138V BP100-luciferase reporter, luminescence, 24 h; Potency, µM (top dose mostly 92.2 µM), for the others: at the top dose activity change, positive = activation, usual class: activators; hit rate 0.063% among 320,000; further: potency means the concentration at half of the fitted maximal effect; % of control where 0% means no effect; nearly all actives have a fitted effect of over 45% in size
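p53-null H1299 cells stably carrying temperature-sensitive p53-A138V and a BP100-luciferase reporter were pinned with compounds (4-point, 1:5 series) and held 24 hrs at 37 deg C. Luminescence was read 10 min after detection reagent.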
Tb PFK block: qHTS Assay to Find Inhibitors of T. brucei phosphofructokinase; ATP-dependent 6-phosphofructokinase (Trypanosoma brucei brucei), O15648; T. brucei PFK, ADP-Glo luminescence; Potency, µM (series often up to 57.5 µM), inactives show top-dose activity, negative = inhibition, actives largely listed as inhibitors; hit rate 0.17% among 330,000; AID 485367, 2010;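 further: potency means the concentration at half of the fitted maximal effect; 0% = uninhibited 1x PFK enzyme wells and -100% = no-enzyme wells; nearly all actives have a fitted effect of over 60% in size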
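Compounds were pin-transferred as a titration series up to 57 uM into substrate buffer (0.5 mM F6P, 0.1 mM ATP, pH 8.0), then 1.25 nM PFK was added and reactions ran 45 min before ADP-Glo detection.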
RORgamma inh: qHTS for inhibitors of ROR gamma transcriptional activity | hit rate 5.4% among 310,000 | Drosophila S2 Gal4-RORgamma UAS-luciferase reporter, 20 h | AID 2551, 2010 | Nuclear receptor ROR-gamma (Mus musculus), P51450 | Potency, µM (titrated, usually from 53.6 µM), for the others: at the top dose activity change, negative = inhibition, hits mostly inhibitors; further: potency means the concentration at half of the fitted maximal effect; on the % scale 0 is the no-effect control and ±100 the full control effect; nearly all actives have a fitted effect of over 60% in size
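Drosophila S2 cells stably expressing Gal4-DBD/mouse RORγ fusion under metallothionein promoter plus UAS-luciferase; compound 1 h, then 700 uM CuSO4 induction for 20 h at ambient temperature; inhibition read as reduced luminescence.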
Gal4-VP16 FLuc: VP16 counterscreen qHTS for inhibitors of ROR gamma transcriptional activity; Drosophila S2 Gal4-VP16 UAS-luciferase, luminescence, 20 h; Potency, µM (series often up to 53.6 µM), without a hit: at the highest dose activity, negative = inhibition, hits mostly inhibitors; hit rate 3.5% among 310,000; AID 2546, 2010;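 further: Gal4-VP16 expression switched on by copper sulfate through the metallothionein promoter; potency means the concentration at half of the fitted maximal effect; on the % scale 0 is the no-effect control and ±100 the full control effect; nearly all actives have a fitted effect of over 50% in size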
FLuc modulator: qHTS profiling assay for firefly luciferase inhibitor/activator using purifed enzyme and Km concentrations of substrates (counterscreen for miR-21 project); Luciferin 4-monooxygenase (Photinus pyralis), P08659; purified FLuc, Km substrates, luminescence inhibition; Potency, µM (top dose mostly 57.5 µM), inactives show at the highest dose activity change, negative = inhibition, most hits filed as inhibitors; hit rate 6.9% among 360,000;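 further: potency means the concentration at half of the fitted maximal effect; plate controls were vehicle for no effect and reference inhibitor for full effect; nearly all actives have a fitted effect of over 55% in size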
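Purified P. pyralis luciferase (10nM final) with 10uM D-luciferin and 10uM ATP (Km levels) in 50mM Tris acetate pH 7.5, 10mM Mg acetate, 0.01% Tween-20, 0.05% BSA; qHTS 6-point titration, ~60 µM downward; luminescence read.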
Starred values were filed as active, the others as inactive; ? = inconclusive; . = no result given; & = joins results of further samples; [ ] = remark or other dose. Unless noted, the call rests on the fitted dose curve; in most records, active means well fitted curve in the direction sought with a large enough effect; inconclusive means small, poorly fitted or top-dose-only effect, or another doubt; inactive means no such curve, though single readings can be large; an effect the other way counts as inactive or inconclusive. Rows were taken by chance; any-hit rate near 15%.

SMILES | NPC1 prom act | Rab9 promoter act | ELG1 genotoxic | TRPV1 ag | ELG1 repair inh | BRCA1 expr act | p53 reactivation | Tb PFK block | RORgamma inh | Gal4-VP16 FLuc | FLuc modulator
Oc1ccc2ccccc2c1/C=N/Nc1ccccc1 | 0% | 0% | ? | 0 | ? | -70% | 24% | 0% | ? | ? | 6µM*
COc1ccc(CCNC(=O)COc2ccc3c(C)cc(=O)oc3c2)cc1OC | -1% | -3% | -2% | -1 | -2% | -5% | -5% | 2% | 3% | 4% | 0%
Cc1ccc(S(=O)(=O)Nc2ccc3c(c2)CCC3)cc1 | -3% | -3% | 2% | 12 | 6% | -41% | 21% | 0% | 2% | -4% | -12%
Cc1ccc(CN2CC(C(=O)Nc3ncc(C)s3)CC2=O)cc1 (centres undefined) | -7% | -7% | 17% | 3 | -7% | -22% | 2% | 0% | . | . | 2%
CCOC(=O)[C@H]1[C@H]2COc3ccc(C)cc3[C@@H]2N2C(=O)c3ccc(C)cc3NC(=O)[C@@]12C | 0% | 5% | 2% | ? | -4% | -12% | -4% | -9% | . | . | 2%
CCOC(=O)C1(Cc2cccc(F)c2)CCN(C(=O)Cn2cnnn2)CC1 | 2% | -1% | 1% | 16 | -15% | -5% | -2% | 0% | 4% | -3% | -4%
Cn1c(SCc2nc3ccccc3c(=O)[nH]2)nc2ccccc21 | 9% | 9% | 2% | -7 | -1% | -17% | 0% | 10% | 2% | -15% | -28%
O=C1CSc2ccc(S(=O)(=O)NCc3ccccc3Cl)cc2N1 | -4% | 2% | 1% | 8 | -3% | -9% | -6% | -5% | 0% | 4% | 1%
COc1cc(-c2cc(=O)c3c(O)cc(O)cc3o2)ccc1O | 29% | 22% | ? | -4 | ? | ? | 8% | ? | 9%&-15% | 5%&-4% | 15µM*
O=C(O)c1ccccc1CSc1nnc2c(n1)[nH]c1ccccc12 | 15% | -4% | 0% | 0 | 8% | 0% | 1% | -8% | 3% | -20% | 21µM*

A portion of the results above, for reference:
SMILES | NPC1 prom act | Rab9 promoter act | ELG1 genotoxic | TRPV1 ag | ELG1 repair inh | BRCA1 expr act | p53 reactivation | Tb PFK block | RORgamma inh | Gal4-VP16 FLuc | FLuc modulator
Oc1ccc2ccccc2c1/C=N/Nc1ccccc1 | 0% | 0% | ? | 0 | ? | -70% | 24% | 0% | ? | ? | 6µM*
COc1ccc(CCNC(=O)COc2ccc3c(C)cc(=O)oc3c2)cc1OC | -1% | -3% | -2% | -1 | -2% | -5% | -5% | 2% | 3% | 4% | 0%

Next part:
SMILES | NPC1 prom act | Rab9 promoter act | ELG1 genotoxic | TRPV1 ag | ELG1 repair inh | BRCA1 expr act | p53 reactivation | Tb PFK block | RORgamma inh | Gal4-VP16 FLuc | FLuc modulator
COc1c2ccoc2nc2c(OC)c(OCC(O)C(C)(C)O)ccc12 (centres undefined) | -3% | -1% | 6% | -1 | 12% | 56% | -8% | -9% | -33%[0.365 µM] | 12%&-19% | -16%
C=CCN1C=CC(=O)CC1 | -8% | -2% | 4% | -1 | 12% | 58% | 3% | 2% | -29% | -19% | 1%
CCCn1cc(CN2CCC(n3nccc3NC(=O)C(OC)c3ccccc3)CC2)c(C)n1 (centres undefined) | -3% | 12% | 0% | -1 | 1% | 6% | -3% | -9% | -2% | -3% | 0%
NC(=O)CC(NC(=O)Cc1cccc2ccccc12)c1ccc(NCc2ccc(F)cc2)c([N+](=O)[O-])c1 (centres undefined) | -2% | -5% | 0% | -3 | -1% | 1% | -9% | 6% | -41% | -5% | 0%
CN1CCN(c2oc(/C=C/c3ccccc3)nc2C#N)CC1 | 2% | 8% | 2% | 25 | 6% | -6% | -1% | 1% | 11% | 3% | 0%
COc1cccc(NC(=O)C(C)N2C(=O)c3ccccc3C2=O)c1 (centres undefined) | 1% | -2% | -4% | -1 | -4% | -32% | 7% | 3% | -2% | -8% | -2%
O=C(CSc1n[nH]c(=O)[nH]c1=O)Nc1ccc(SC(F)F)cc1 | . | . | 0% | . | 0% | -3% | 3% | 2% | . | . | .
CC(O)C(NC(=O)OCc1ccccc1)C(=O)OCc1ccccc1 (centres undefined) | -4% | 2% | 4% | ? | 0% | -23% | -7% | 1% | . | . | -2%
Cc1cccc(N=Nc2c(N)n[nH]c2N)c1 | 13% | 22% | 13% | 0 | ? | 59% | 11% | -5% | 4% | 27% | ?
CCCCN(C)S(=O)(=O)c1cc(Br)cc2c1N(C(=O)C1CC1)CC2 | -1% | -1% | -11% | 5 | ? | -63% | -3% | -1% | ? | ? | 3%[2.3 µM]
COc1cc2c(cc1OC)C(c1cccc(Br)c1)CC(=O)N2 (centres undefined) | -1% | -4% | 3% | 2 | 8% | -22% | -20% | -1% | 0% | -2% | 1%
CC(C)Oc1ccc(S(=O)(=O)N2CCOCC2)cc1NC(=O)CN1C(=O)NC2(CCCC2)C1=O | 2% | 3% | 0% | -2 | 4% | 0% | -15% | 2% | 9% | -2% | 2%
COc1ccc(Oc2coc3cc(OC(=O)/C=C/c4ccc(F)cc4)ccc3c2=O)cc1 | -1% | 17% | 9% | 1 | ? | 6% | 7% | -2% | -14% | ? | 3%
COc1ccc(S(=O)(=O)N2CCOCC2)cc1NC(=O)CSc1nnc2c(n1)[nH]c1ccccc12 | 3% | -3% | -7% | 0 | 23µM* | -19% | -4% | -2% | ? | -7% | ?
COc1ccc(/C=C/C(=O)N2CCN(S(=O)(=O)c3ccccc3)CC2)cc1OC | -11% | -6% | -2% | 1 | -1% | -13% | -3% | 6% | 18% | -10% | 3%
COc1ccc(C2(C)NC(=O)N(CC(=O)NC3(C#N)CCCCC3)C2=O)cc1 (centres undefined) | 2% | -10% | 9% | 2 | 16% | 0% | 23% | 0% | -17% | -5% | 4%
CC(C(=O)O)c1n[nH]c(=O)c2ccccc12 (centres undefined) | 1% | 15% | 0% | -3 | 2% | 7% | 0% | 0% | 10% | 0% | 1%
COc1ccc(-c2c(C)c3cc(O)ccc3oc2=O)cc1OC | -3% | -11% | 9% | 0 | 12% | -10% | -13% | -1% | 10% | -2% | 2%
O=C(Nc1ccccc1N1CCN(C(=O)c2ccc(Cl)cc2)CC1)c1cccc(F)c1 | -5% | -5% | -15% | 25 | ? | -18% | -7% | 5% | 4% | -5% | 5%
FC(F)(F)c1cc(-c2ccccn2)nc2cc(-c3ccccc3)nn12 | 19% | 10% | -8% | 3 | -1% | -21% | 7% | -5% | ? | -10% | -1%
COc1ccccc1NC(=O)N1CCN(c2ccccn2)CC1 | 0% | -4% | -1% | 13 | -1% | 3% | -1% | -5% | 14% | 0% | 6%
O=C(Cc1cccc2ccccc12)N/N=C/c1ccc(Sc2nc3ccccc3s2)o1 | -4% | 5% | -4% | -1 | 3% | -60% | 2% | 4% | -18% | -2% | 4%
CCN(c1ccc(OC)cc1)S(=O)(=O)c1nnc(NC(=O)COc2ccc(C)cc2)s1 | -1% | 0% | 1% | -3 | 10% | -18% | 7% | 16% | 13% | -6% | 4%
CCOC(=O)NC(=O)/C(C#N)=C\Nc1sccc1C(=O)OC | -9% | -6% | -6% | 7 | 0% | -8% | 0% | ? | -20% | -6%[10 µM] | -3%
Cc1nnc(NCCc2ccccc2)n(N)c1=O | 2% | -11% | 1% | 1 | 9% | 10% | -5% | 3% | -24% | -7% | ?
CCOc1cc(/C=N/O)cc(Br)c1OCC | -6% | 1% | -1% | 2 | ? | 6% | -1% | -3% | 5% | -10% | 1%
CCOC(=O)c1sc2cccc(F)c2c1N | 0% | -11% | ? | 16 | ? | -29% | 8% | 24% | 17% | 5% | -22%
Cc1cccc2nc(CSc3nnnn3-c3ccccc3)cn12 | -3% | 3% | 3% | . | -1% | 71% | 2% | 2% | 1% | 3% | 1%
COc1ccc(CNC(=S)Nc2ccc3nc(N4CCOCC4)cc(C)c3c2)cc1 | 4% | -4% | -12% | 1 | ? | 36% | 3% | 0% | 10µM* | -93% | -16%
CN(CC1CCOCC1)C(=O)CC1C(=O)NCCN1Cc1cccc(C(F)(F)F)c1 (centres undefined) | -7% | -4% | 4% | 9 | 1% | -29% | 6% | 1% | -15% | 3% | 2%

High-throughput results as filed in PubChem.
